Assay outcomes from PubChem.
GC-B act – GC-B (human) receptor activation; P20594; HEK293-GC-B cells, CNP EC30, cGMP TR-FRET; 0% at EC30 CNP, 100% saturating CNP; activation, % at 10 µM; 370,000 compounds, 0.11% hits; AID 1920062;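 active = activation at 10 µM reaching about 35% in either raw or pattern-adjusted values, limit read from the data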
SMARCA2 activ – SMARCA2 function activation, primary screen; MG213 cells, MMTV-luciferase reporter, dexamethasone, overnight; activation, % at 9.1 µM; 370,000 compounds, 1% hits; in the data active = activation above about 7.8%;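 note: 0% = vehicle wells and 100% = reference activator wells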
ssDAF-12 act – activates DAF-12 receptor from parasite S. stercoralis | 370,000 compounds, 1% hits | HEK293 ssDAF-12/GRIP1 lit1-tk-luc reporter, luminescence; % of 3 µM dafachronic acid response | activation, % at 6.8 µM | AID 652126;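 active = activation above the mean over all tested compounds plus 3 SD, cut at about 0.9% in these data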;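 note: 0% = DMSO-only wells and 100% = 3 µM delta7-dafachronic acid wells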
DAX1 inh-1 – DAX1 (NR0B1) inhibition, primary screen | HEK293T StAR-luciferase reporter, SF-1/DAX-1 repression relief | inhibition, % at 6.8 µM | 370,000 compounds, 1.1% hits | AID 652010;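 active = inhibition above the mean over all tested compounds plus 3 SD, cut at about 3.6% in these data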;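 note: 0% = DAX-1 cells with DMSO and 100% = cells lacking DAX-1 with DMSO; higher inhibition means more luminescence from relief of DAX-1 repression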
hgDAF12 agonist – hgDAF-12 agonism, primary luciferase screen; HEK293 GAL4-hgDAF12 UAS-luciferase reporter, agonist luminescence; normalized to butyrate control; activation, % at 6.8 µM; 370,000 compounds, 1.8% hits; AID 687014;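 active = activation above a cutoff set at the mean of all screened compounds plus 3 SD, cut at about 10% in these data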;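 note: 0% = DMSO wells and 100% = sodium butyrate wells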
KLK7 zymogen act – activates the human kallikrein-7 zymogen. P49862. activation, % at 7 µM. AID 652039. 370,000 compounds, 0.9% hits. purified proKLK7, EDANS-DABCYL substrate fluorescence; 100% is mature enzyme control, 0% vehicle;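 active = activation above the mean of all tested compounds plus 3 SD, computed per campaign excluding outliers beyond control limits, cut at about 13% in these data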
DAX1 inh-2 – inhibits human nuclear receptor DAX1. P51843. HEK293 Gal4-DAX1 luciferase reporter, luminescence. inhibition, % at 6.75 µM. 340,000 compounds, 0.99% hits. AID 504766;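 active = inhibition above the mean over all tested compounds plus 3 SD, cut at about 4.2% in these data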;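 note: 0% = DAX1-transfected cells with DMSO and 100% = empty-vector control cells with DMSO; inhibition shows as a rise in luminescence from relieved DAX1 repression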
sPLA2-III inh – Blocks human group III sPLA2 activity; Q9NZ20; 370,000 compounds, 0.56% hits; QFRET BODIPY PC-A2 liposome hydrolysis, fluorescence; inhibition, % at 12.2 µM;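 active = inhibition above mean plus 3 SD of compounds lying within the high and low control bounds, cut at about 19% in these data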;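 note: 0% = median of test compound wells and 100% = no enzyme DMSO wells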
GC-A act – GC-A (human) enzyme activation. activation, % at 10 µM. P16066. HEK293 GC-A cells, cGMP TR-FRET, EC30 ANP; 0% at EC30 ANP, 100% saturating ANP. 370,000 compounds, 0.14% hits; in the data active = activation above about 40%
Target sequence (P16066 whole entry, looked up): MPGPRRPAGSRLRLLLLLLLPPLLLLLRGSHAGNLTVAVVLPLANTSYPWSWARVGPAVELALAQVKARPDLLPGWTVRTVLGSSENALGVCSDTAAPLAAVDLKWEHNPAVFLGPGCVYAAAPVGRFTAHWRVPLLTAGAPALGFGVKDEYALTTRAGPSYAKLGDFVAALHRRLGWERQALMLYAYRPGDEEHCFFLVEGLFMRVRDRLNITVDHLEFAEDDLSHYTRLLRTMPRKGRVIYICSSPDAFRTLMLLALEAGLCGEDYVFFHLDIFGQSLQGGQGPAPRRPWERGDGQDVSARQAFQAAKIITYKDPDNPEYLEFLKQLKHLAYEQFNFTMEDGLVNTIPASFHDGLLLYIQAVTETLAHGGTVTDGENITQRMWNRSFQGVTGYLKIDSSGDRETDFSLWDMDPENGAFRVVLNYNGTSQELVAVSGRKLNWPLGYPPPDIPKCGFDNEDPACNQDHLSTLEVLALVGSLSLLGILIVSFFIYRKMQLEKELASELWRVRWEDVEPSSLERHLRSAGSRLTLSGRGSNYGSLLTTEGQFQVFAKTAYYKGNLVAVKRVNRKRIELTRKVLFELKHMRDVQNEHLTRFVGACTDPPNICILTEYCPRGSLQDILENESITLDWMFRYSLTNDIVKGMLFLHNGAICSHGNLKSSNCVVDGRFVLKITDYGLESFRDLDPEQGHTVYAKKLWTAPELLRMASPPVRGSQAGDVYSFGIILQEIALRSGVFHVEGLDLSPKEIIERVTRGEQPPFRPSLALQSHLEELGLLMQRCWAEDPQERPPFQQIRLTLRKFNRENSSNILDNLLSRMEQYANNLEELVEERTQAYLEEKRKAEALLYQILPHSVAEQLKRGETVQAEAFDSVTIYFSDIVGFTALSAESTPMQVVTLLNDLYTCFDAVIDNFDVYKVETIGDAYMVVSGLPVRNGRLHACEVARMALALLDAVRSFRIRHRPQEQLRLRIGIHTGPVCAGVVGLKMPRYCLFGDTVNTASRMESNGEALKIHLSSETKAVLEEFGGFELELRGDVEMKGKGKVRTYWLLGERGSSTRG
FXN GAA850 act – frataxin GAA850 promoter activation | HEK293 lucGAA850 FXN promoter luciferase reporter, 24 h; percent of 10 µM SAHA response | activation, % at 6 µM | 360,000 compounds, 0.56% hits;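 active = activation above the average of all compounds screened plus 3 SD, cutoff fixed separately per campaign, cut at about 7.5% in these data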;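 note: 0% = DMSO wells and 100% = 10 µM SAHA wells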
hcDAF-12 act – activates DAF-12 receptor from parasite H. contortus. 370,000 compounds, 1.4% hits. HEK293 hcDAF-12 lit1-tk-luc reporter, luminescence; 0% DMSO, 100% Δ7-dafachronic acid. AID 652067. activation, % at 6.8 µM;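 active = activation above the mean of all tested compounds plus 3 SD, cut at about 5.5% in these data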;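 note: 100% = response to 3 µM Δ7-dafachronic acid high control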
Starred values were filed as active, the others as inactive; · = not tested or not shown.

SMILES	GC-B act	SMARCA2 activ	ssDAF-12 act	DAX1 inh-1	hgDAF12 agonist	KLK7 zymogen act	DAX1 inh-2	sPLA2-III inh	GC-A act	FXN GAA850 act	hcDAF-12 act
Cc1nc2sc(C(=O)O)c(N)c2c2c1COC(C)(C)C2	-0.6	-2.8	-0.7	-1.3	1.7	-0.1	-0.1	-7.5	-0.2	-0.5	-2.4
Cc1c(CC(=O)NCC(=O)NCC(=O)N[C@@H](Cc2ccccc2)C(=O)O)c(=O)oc2c(C)c(O)ccc12	0.8	2.5	-1.1	-0.1	1.2	71.9*	·	1.6	6.5	-2.6	0.1
Cc1cc(NC(=O)CN2CCC(n3nnc4cc(C(F)(F)F)ccc43)CC2)no1	-2.7	1.5	-2.0	0.1	-1.3	-0.1	-0.2	-2.7	-2.6	-2.5	-1.4
Cc1nnc(SCCC(C)C)[nH]c1=O	-2.5	-0.8	-1.2	-0.6	-1.8	0.3	-2.1	-1.7	3.5	-1.9	0.1
CC(C)Cn1c(=O)c2ccccc2n2c(CCC(=O)NCC3CCCO3)nnc12 (stereo not given)	1.1	-0.3	-1.1	-0.6	-0.5	0.3	-0.3	-3.2	0.6	0.4	0.7
Cc1ccccc1CN(C)C(=O)COC(=O)CSc1ccc([N+](=O)[O-])cc1	1.6	-1.2	-1.2	-0.1	-1.0	0.4	0.4	-12.7	6.5	-1.0	0.5
O=C(O)c1ccccc1-c1noc(-c2ccccc2F)n1	0.5	·	0.2	·	11.8*	·	·	7.3	2.5	·	7.3*
COC(=O)C1=CN(c2ccc(F)cc2)C=C(C(=O)OC)C1c1cccc([N+](=O)[O-])c1	-0.5	-0.9	-1.0	0.0	-1.7	0.3	1.3	-1.0	-1.3	1.2	-1.1
COC(=O)[C@]12C[C@H](CC(=O)NCC3CCCCC3)C(=O)N(Cc3ccc(Cl)cc3Cl)C1=C[C@H](C(C)C)O[C@@H]2C1CC1	-2.7	-1.2	-2.2	0.1	1.5	-0.2	·	15.9	-2.1	·	-1.2
Cc1c(NC(=O)CSC2=C(C#N)C(c3ccccc3F)CC(=O)N2)c(=O)n(-c2ccccc2)n1C (stereo not given)	1.9	-3.7	-1.1	0.6	-0.6	0.2	-0.5	5.2	-2.8	0.5	-1.8
CC(=O)N1CCCN(C2=Nc3ccccc3Sc3ccccc32)CC1	-5.2	-0.9	-1.7	-0.2	-3.7	0.2	·	-5.4	-9.6	·	-0.4
Cc1ccc(-c2nnc(N3CCN(C(=O)CN4C(=O)c5ccccc5C4=O)CC3)c3ccccc23)cc1	6.0	0.6	-1.3	1.5	0.0	0.0	-1.5	2.2	2.4	2.9	-1.7
O=C(O)C1CCN(c2nc(-c3ccccc3)c3cc(Br)ccc3n2)CC1	5.3	0.0	0.0	0.1	0.3	-2.6	-0.8	-14.8	12.2	3.1	2.9
O=C(NC1CCN(Cc2ccccc2)C1)c1cc(S(=O)(=O)N2CCOCC2)ccc1Cl (stereo not given)	3.5	0.7	-1.3	-0.2	-2.8	-0.5	1.3	14.9	2.3	1.2	-0.1
COc1cc2ccccc2cc1C(=O)N1CCCC(C(F)(F)F)C1 (stereo not given)	0.8	-1.6	-1.2	1.3	-2.8	0.4	0.0	6.9	-0.8	0.2	-1.0
COc1ccc(NC(=O)c2cc(C3CCCCN3C(=O)OCc3ccccc3)on2)c(C)c1 (stereo not given)	2.7	-2.9	-1.8	-0.5	-2.3	1.4	·	-8.7	5.0	1.5	-3.6
CCCCN1C[C@H](C)[C@@H](CC(=O)Nc2ccc(OC)cc2)C1=O	-2.5	-6.0	-0.5	-0.5	-2.6	0.5	1.5	6.3	3.0	1.4	-1.3
COc1ccc(CNS(=O)(=O)c2ccc3c(c2)CCN3C(=O)C2CC2)cc1	0.8	-3.1	-0.8	-0.7	-1.8	-0.1	-0.8	-5.5	1.4	0.5	2.3
COc1ccccc1-c1nnc(NC(=O)c2ccc(S(=O)(=O)N(C)C)cc2)o1	-7.8	2.3	-0.6	1.1	1.2	-0.4	0.6	-1.8	-2.0	1.4	1.3
CCOC(=O)[C@]12CCC=C1N(Cc1cccc3ccccc13)C(=O)[C@H](CC(=O)N1CCSCC1)C2	1.5	3.5	-1.1	0.2	-4.8	0.2	·	-11.9	-1.4	·	0.1

Pulled one by one from the list above (3):
SMILES	GC-B act	SMARCA2 activ	ssDAF-12 act	DAX1 inh-1	hgDAF12 agonist	KLK7 zymogen act	DAX1 inh-2	sPLA2-III inh	GC-A act	FXN GAA850 act	hcDAF-12 act
Cc1nc2sc(C(=O)O)c(N)c2c2c1COC(C)(C)C2	-0.6	-2.8	-0.7	-1.3	1.7	-0.1	-0.1	-7.5	-0.2	-0.5	-2.4
CC(=O)N1CCCN(C2=Nc3ccccc3Sc3ccccc32)CC1	-5.2	-0.9	-1.7	-0.2	-3.7	0.2	·	-5.4	-9.6	·	-0.4
COc1ccc(NC(=O)c2cc(C3CCCCN3C(=O)OCc3ccccc3)on2)c(C)c1 (stereo not given)	2.7	-2.9	-1.8	-0.5	-2.3	1.4	·	-8.7	5.0	1.5	-3.6

The list goes on.
SMILES	GC-B act	SMARCA2 activ	ssDAF-12 act	DAX1 inh-1	hgDAF12 agonist	KLK7 zymogen act	DAX1 inh-2	sPLA2-III inh	GC-A act	FXN GAA850 act	hcDAF-12 act
COc1cccc(-c2nc3n(n2)C(c2cccs2)C(C(=O)Nc2cccnc2)=C(C)N3)c1 (stereo not given)	-1.0	-2.4	-1.4	-0.4	-3.1	0.0	-2.3	-7.9	0.0	-1.5	-2.2
O=S(=O)(O)Sc1ccccc1	2.5	-4.1	-1.1	-1.1	6.5	-0.5	0.0	13.8	6.5	-1.7	-0.9
COCCNc1nc(SC)nc2sc3c(c12)CCN(C)C3	-1.8	-1.6	-1.4	-0.3	-0.7	1.4	2.6	-2.9	9.1	0.9	-0.6
CCOC(=O)c1nc(NCc2ccccc2)sc1C	6.3	2.1	-1.0	0.0	3.3	0.5	-0.3	-5.8	2.5	4.0	-0.3
O=C(O)c1ccccc1SCC(=O)N1CCc2ccccc21	-0.9	-0.4	7.6*	0.9	2.9	-0.4	-0.9	1.3	-1.9	1.4	2.0
O=C1[C@H]2[C@@H](c3ccc(Cl)cc3)N3C(=O)N(c4cccc(Br)c4)C(=O)[C@@]3(Cc3ccc(Cl)cc3)[C@H]2C(=O)N1C1CCCCC1	0.4	0.2	-0.9	-0.3	-1.9	0.5	1.7	-1.8	-0.7	6.6	-0.1
Cc1ccc(C)c(NS(=O)(=O)c2cc(C(=O)N3CCCC3)ccc2Cl)c1	2.5	-4.9	-1.5	0.9	-0.6	0.2	-0.2	7.6	-2.8	1.9	0.0
CCN(CC)CCNC(=O)c1ccc(NC(=O)c2ccc(F)cc2F)cc1	-8.2	-3.4	-1.9	-0.2	-0.5	-0.2	3.1	7.9	-1.2	0.1	-1.3
CC(=O)NCCNC(=O)c1oc2ccccc2c1CSc1ncn[nH]1	2.6	-1.8	-0.9	1.8	-2.0	0.6	0.1	-6.4	1.1	0.1	1.1
Cc1cc2ncn(C(=O)c3c(-c4ccccc4)noc3C)c2cc1C	3.2	-2.9	-1.2	0.1	3.0	0.4	0.0	1.3	-4.9	1.0	-1.6
O=C(c1ccccc1Sc1ccc([N+](=O)[O-])cc1Cl)N1CCOCC1	-3.2	0.6	-1.8	-0.1	-4.2	0.1	-0.2	4.5	3.1	3.1	-0.4
O=C(NCc1ccccc1)C1CCCN(c2cnccn2)C1 (stereo not given)	1.2	-0.7	-1.1	-1.7	-0.9	0.9	0.4	5.8	-0.9	0.2	-0.1
COc1ccc2occ(C(=O)c3ccccc3)c2c1	-1.5	-0.7	-1.2	-0.3	4.2	0.5	-0.7	-0.1	3.0	1.5	-1.1
CCOC(=O)N1CCN(C(=O)CN2C(=O)CC(C)(C)S(=O)(=O)c3ccccc32)CC1	-1.6	4.4	-0.9	0.7	-1.5	0.2	-0.1	6.2	-2.5	0.8	-1.7
COCCn1nnnc1C(c1ccccc1OC)N1CCN(C(=O)c2ccco2)CC1 (stereo not given)	-6.2	-3.2	-1.0	-0.3	1.3	0.4	1.3	-0.5	3.7	3.4	0.9
O=C(COC(=O)c1ccc([N+](=O)[O-])s1)Nc1ccccc1	-0.8	-0.4	-1.5	0.4	2.2	-0.2	-0.5	-8.3	2.1	-0.3	0.7
Cn1cccc2[nH]c(=O)nc1-2	3.3	-0.9	-1.2	0.3	-0.9	0.8	-0.6	8.0	5.7	-1.7	-0.4
CCOC(=O)Cn1nnnc1C(CC)N(Cc1ccccc1)Cc1cc2cc(C)ccc2[nH]c1=O (stereo not given)	-1.8	1.0	-0.3	-0.3	0.6	-0.1	-0.8	-5.4	-8.4	-1.4	1.7
Nc1nnc(CC(=O)N/N=C/c2ccc(-c3ccccc3Cl)o2)s1	-4.0	-1.0	-1.5	-1.1	-0.3	0.6	0.7	-22.8	-0.3	2.3	-2.0
COc1ccc(-n2nc(C(=O)N3CCC(C#N)CC3)c3c4ccccc4n(C)c3c2=O)cc1	-5.5	-3.6	-0.8	1.9	2.9	0.3	0.7	8.7	3.0	-1.1	4.1
CCC1CCC2(CC1)SCC(=O)N2c1ccccc1 (stereo not given)	-6.3	-3.3	-1.2	-0.3	-1.0	0.2	·	-6.8	-4.4	1.8	-2.7
CCC(C)N(C(=O)CNc1nnnn1-c1ccccc1)C(C)CC (stereo not given)	6.5	-6.3	-1.2	-0.2	-2.0	0.3	·	11.8	2.1	·	-1.5
CC(C)NC(=O)N(C)C[C@H]1Oc2c(NC(=O)C3CC3)cccc2C(=O)N([C@H](C)CO)C[C@@H]1C	1.8	0.6	-1.2	0.1	0.6	0.7	0.0	6.7	-0.2	-0.5	-0.7
Cc1ccc(C(=O)C[n+]2ccc(-c3nnc4n3CCC4)cc2)cc1	-5.1	-2.2	-1.8	0.6	-0.6	-3.9	0.9	9.6	-2.0	-0.3	-5.1
C=CCN1[C@@H](C)COc2cc(N3CCSCC3)ccc2S1(=O)=O	-2.0	6.7	-1.9	-0.6	0.2	0.6	·	5.0	4.0	·	-2.2
CC(C)n1c(SCC(=O)N2CCN(C(=O)c3ccco3)CC2)nc2c1c(=O)n(C)c(=O)n2C	-4.1	1.2	-1.6	-0.1	1.9	-0.3	-0.7	2.5	0.8	1.4	-1.3
COc1cc(C2c3cc4c(cc3OC(C)(N3CCCC3)C2C)OCO4)cc(OC)c1OC (stereo not given)	-11.6	-0.4	-0.8	-0.2	0.2	-0.1	0.5	-4.3	-31.1	-1.1	-1.5
O=C(On1c(-c2ccccc2)nc2ccccc2c1=O)c1ccco1	3.2	-1.0	-0.5	0.2	4.3	0.1	1.3	0.3	0.8	-2.6	0.8
CCOC(=O)c1ccc(NC(=O)C2CCN(S(=O)(=O)CC)CC2)cc1	-0.4	2.8	-1.4	-0.6	-0.3	-0.3	0.8	0.4	-0.3	-0.7	-0.7
CC(=O)Nc1cc(C(=O)OCC(=O)c2ccc(C)cc2)ccc1C	-7.0	2.4	-0.5	1.0	8.2	-0.7	1.1	-7.3	7.4	5.9	3.1
Cc1cccc(NC(=O)CC2Nc3cccc4cccc(c34)NC2=O)c1 (stereo not given)	-4.2	-0.9	-0.2	0.3	-2.5	-0.4	-1.5	-1.4	2.5	0.2	2.9
